# Bioassay records (PubChem BioAssay)
# Gal4-VP16 FLuc – inhibits Gal4-VP16 luciferase reporter, ROR gamma counter-screen | AID 2546 | Potency, µM (doses to about 53.6 µM), without a hit: at the top dose activity, negative = inhibition, usual class: inhibitors | hit rate 3.5% among 310,000 | Drosophila S2 Gal4-VP16 UAS-luciferase, luminescence, 20 h;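 further: Gal4-VP16 expression switched on by copper sulfate through the metallothionein promoter; potency means the concentration at half of the fitted maximal effect; on the % scale 0 is the no-effect control and ±100 the full control effect; nearly all actives have a fitted effect of over 50% in size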
# NPC1 promoter act – activates the NPC1 promoter. AID 485313. Potency, µM (highest dose often 9.22 µM), for inactives: at the highest dose activation, actives largely listed as activators. hit rate 2.4% among 320,000. Huh7 NPC1 promoter luciferase reporter, 24 h;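 further: potency means the concentration at half of the fitted maximal effect; % of control where 0% means no effect; nearly all actives have a fitted effect of over 60% in size; reporter is driven by a mutant NPC1 promoter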
#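 Stable NPC1-promoter luciferase Huh7 line; cpd (DMSO) 24 h, 37 °C, 5% CO2; Amplite luciferase reagent 10 min RT; luminescence readout. qHTS format.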
# ELG1 repair inh – blocks ELG1-dependent DNA repair in HEK293T cells; HEK293T ELG1-luciferase reporter, luminescence, 16 h; DNA damage induced by 5-fluorouridine; Potency, µM (titrated, usually from 46.1 µM), for the others: at the top dose activity change, negative = inhibition, most hits filed as inhibitors; hit rate 2.3% among 330,000; AID 504467; further: potency means the concentration at half of the fitted maximal effect; on the % scale 0 is the no-effect control and ±100 the full control effect; nearly all actives have a fitted effect of over 55% in size
#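 In this reporter screen, reduction of luminescence relative to DMSO vehicle indicated activity. Compounds and 5-fluorouridine were added together to 2,000 cells per well, incubated for 16 hr at 37 °C, then developed with ONE-Glo.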
# TRPV1 ag – agonists of human vanilloid receptor 1 (TRPV1). activation, % at 8.33 µM. hit rate 0.19% among 320,000. TRPV1-expressing cells, Fluo-8 calcium influx, agonist mode. Q8NER1; in the data active means activation above about 80%; inconclusive means between about 30% and that limit; further: 0% is about no effect
# Target sequence (Q8NER1 whole entry, looked up): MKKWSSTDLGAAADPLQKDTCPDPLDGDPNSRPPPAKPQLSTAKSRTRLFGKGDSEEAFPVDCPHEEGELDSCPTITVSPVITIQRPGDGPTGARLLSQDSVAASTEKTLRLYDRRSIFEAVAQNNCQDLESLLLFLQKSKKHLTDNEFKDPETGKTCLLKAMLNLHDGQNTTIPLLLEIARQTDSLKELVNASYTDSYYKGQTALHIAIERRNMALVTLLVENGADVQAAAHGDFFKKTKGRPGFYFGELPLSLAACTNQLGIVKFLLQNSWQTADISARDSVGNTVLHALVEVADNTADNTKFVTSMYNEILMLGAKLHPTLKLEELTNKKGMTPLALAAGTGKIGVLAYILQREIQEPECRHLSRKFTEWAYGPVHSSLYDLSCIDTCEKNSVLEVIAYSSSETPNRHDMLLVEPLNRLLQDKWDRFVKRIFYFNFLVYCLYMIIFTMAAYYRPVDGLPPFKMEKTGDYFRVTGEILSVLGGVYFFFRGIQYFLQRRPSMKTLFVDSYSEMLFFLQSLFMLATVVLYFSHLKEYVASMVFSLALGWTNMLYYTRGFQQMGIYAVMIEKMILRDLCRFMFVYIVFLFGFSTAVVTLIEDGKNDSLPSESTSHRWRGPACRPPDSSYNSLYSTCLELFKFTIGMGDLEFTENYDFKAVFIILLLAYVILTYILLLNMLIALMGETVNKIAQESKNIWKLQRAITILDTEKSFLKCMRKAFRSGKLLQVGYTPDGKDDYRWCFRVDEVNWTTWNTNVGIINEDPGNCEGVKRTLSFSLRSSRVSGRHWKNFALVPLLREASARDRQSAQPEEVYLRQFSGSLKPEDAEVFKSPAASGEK
#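 TRPV1-expressing cells were cultured overnight at 35.5C and loaded with Fluo-8 calcium dye for 40 to 90 min at room temperature. After a 10 s baseline, compound was added and calcium influx was read kinetically for 3 min (ex 480/em 520 nm).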
# RORg inh – blocks mouse ROR gamma transcriptional activity. P51450. Drosophila S2 Gal4-RORgamma UAS-luciferase reporter, 20 h. hit rate 5.4% among 310,000. Potency, µM (highest dose often 53.6 µM), for inactives: top-dose activity change, negative = inhibition, actives largely listed as inhibitors. AID 2551; further: potency means the concentration at half of the fitted maximal effect; on the % scale 0 is the no-effect control and ±100 the full control effect; nearly all actives have a fitted effect of over 60% in size
#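 In this cell-based reporter format, copper sulfate (700 uM final) drives Gal4–ROR gamma fusion expression from a metallothionein promoter in Drosophila Schneider cells; compounds preincubated 1 hr, reporter read after 20 hr at ambient temperature.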
# FLuc counter – counter-screen for miR-21 project: firefly luciferase inhibitors or activators | P08659 | purified FLuc, Km substrates, luminescence inhibition | Potency, µM (titrated, usually from 57.5 µM), without a hit: at the highest dose activity change, negative = inhibition, usual class: inhibitors | hit rate 6.9% among 360,000;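 further: potency means the concentration at half of the fitted maximal effect; plate controls were vehicle for no effect and reference inhibitor for full effect; nearly all actives have a fitted effect of over 55% in size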
#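 Purified P. pyralis luciferase (10nM final) with 10uM D-luciferin and 10uM ATP (Km levels) in 50mM Tris acetate pH 7.5, 10mM Mg acetate, 0.01% Tween-20, 0.05% BSA; qHTS 6-point titration, ~60 µM downward; luminescence read.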
# ELG1 genotox – inducers of genotoxicity in HEK293T ELG1-luciferase cells; hit rate 1.3% among 330,000; HEK293T ELG1-luciferase reporter, luminescence, 16 h; Potency, µM (doses to about 46 µM), for the others: at the top dose activity change, positive = activation, hits mostly activators; further: potency means the concentration at half of the fitted maximal effect; % of control where 0% means no effect; nearly all actives have a fitted effect of over 60% in size
#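 After overnight (16 hr) compound treatment at 37 °C, ELG1-luciferase HEK293T cells were lysed with ONE-Glo; luminescence quantified 30 min later at room temperature.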
# BRCA1 expr up – activators of BRCA1 expression | MCF7-BRCA1-FFLuc reporter, luminescence, 48 h; response scale: scaled: vehicle 0%, 10 µM genistein 100% | Potency, µM (highest dose often 46.1 µM), inactives show top-dose activation, actives largely listed as activators | hit rate 1.1% among 380,000 | AID 624202; further: potency means the concentration at half of the fitted maximal effect; nearly all actives have a fitted effect of over 80% in size; some results filed as inactive show a strong effect at the top dose
#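 Cells: MCF7-BRCA1-FFLuc, 2000/well. Exposure: 48 h, 37 °C, 5% CO2. Read: luminescence, 15 min post-substrate. Controls: genistein 10 microM (maximal activation), DMSO (neutral).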
# p53 reactivation – mutant p53 re-activation in reporter cells. Potency, µM (top dose mostly 92.2 µM), for the others: top-dose activity change, positive = activation, hits mostly activators. AID 504706. H1299 p53-A138V BP100-luciferase reporter, luminescence, 24 h. hit rate 0.063% among 320,000; further: potency means the concentration at half of the fitted maximal effect; % of control where 0% means no effect; nearly all actives have a fitted effect of over 45% in size
#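 p53-null H1299 cells stably carrying temperature-sensitive p53-A138V and a BP100-luciferase reporter were pinned with compounds (4-point, 1:5 series) and held 24 hrs at 37 deg C. Luminescence was read 10 min after detection reagent.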
# Tb PFK inh – inhibitors of T. brucei phosphofructokinase | Potency, µM (highest dose often 57.5 µM), inactives show at the top dose activity, negative = inhibition, hits mostly inhibitors | hit rate 0.17% among 330,000 | O15648 | T. brucei PFK, ADP-Glo luminescence;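 further: potency means the concentration at half of the fitted maximal effect; 0% = uninhibited 1x PFK enzyme wells and -100% = no-enzyme wells; nearly all actives have a fitted effect of over 60% in size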
#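 PFK 1.25 nM, F6P 0.5 mM, ATP 0.1 mM, 0.1 M TEA pH 8.0, 5 mM MgCl2, 0.01% Tween20, 0.1% BSA; 45 min RT. ADP-Glo readout. qHTS titration up to 57 uM; curves fitted, compounds curve-classed.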
# Rab9 prom act – activates the Rab9 promoter; Potency, µM (top dose mostly 9.22 µM), inactives show at the top dose activation, negative = inhibition, hits mostly activators; Huh7 Rab9 promoter-luciferase reporter, luminescence, 24 h; hit rate 2.8% among 320,000; further: potency means the concentration at half of the fitted maximal effect; % of control where 0% means no effect; nearly all actives have a fitted effect of over 60% in size
#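 Luciferase signal after 10 min detection reagent at ambient indicates Rab9 promoter upregulation; stably transfected Huh7 cells were treated 24 h with compound in DMSO at 37 °C, 5% CO2.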
# The depositor's hits bear a star; ? = inconclusive; · = not tested or not shown; [ ] = dose if it differs, or a comment. Unless noted, the call rests on the fitted dose curve; in most records, active means well fitted curve in the direction sought with a large enough effect; inconclusive means small, poorly fitted or top-dose-only effect, or another doubt; inactive means no such curve, though single readings can be large; an effect the other way counts as inactive or inconclusive.
smiles	Rab9 prom act	p53 reactivation	Tb PFK inh	ELG1 repair inh	ELG1 genotox	TRPV1 ag	FLuc counter	NPC1 promoter act	BRCA1 expr up	Gal4-VP16 FLuc	RORg inh
CN(/C(=N/S(=O)(=O)c1cccs1)c1ccccc1)c1ccccc1	-3%	-2%	1%	-1%	-2%	5	2%	0%	-33%	-1%	-25%
COc1ccc(C2=NN(C(=O)c3ccccc3)C(c3ccccc3)C2)c(O)c1 (centres undefined)	-2%[1.84 µM]	-1%	-3%	?	-8%	12	0%	-4%	2%	6%	-44%
COc1ccc2cc(C(=O)N(C)CC(=O)Nc3ccccc3Br)ccc2c1	26%	?	1%	?	1%	7	21µM*	11%	30%	·	·
CSc1ccc(/C=C(/NC(=O)c2ccco2)C(=O)NCc2ccco2)cc1	-2%	14%	-7%	13%	?	-3	1%	-2%	-30%	-23%	?
COc1cccc(N2CCN(c3ncnc4c3cnn4-c3ccc(C)cc3C)CC2)c1	0%	-8%	-6%	3.3µM*	-15%	·	-18%	-19%	-87%[inhibitor]	-13%	36%
CCNC(=O)c1cc(Cl)ccc1OC	-7%	-2%	-4%	-5%	0%	-4	4%	1%	-2%	2%	26%
Cc1nc(SCC(=O)Nc2cc(C)on2)c2c(=O)n(C)c(=O)n(C)c2n1	-12%	2%	0%	-21%	13%	-3	-1%	-2%	-3%	7%	20%
Cc1ccc(S(=O)(=O)NCCc2nc3ccccc3[nH]2)cc1	-2%	-12%	-4%	6%	-5%	4	-2%	-6%	0%	-19%	-39%
CCOC(=O)c1[nH]c(C)c(C(=O)/C=C/c2ccc(C(=O)O)cc2)c1C	-3%	8%	6%	-4%	22%	1	13µM*	6%	-59%	22%	0%
CC(=O)N/C(=C\c1ccccc1)C(=O)OCc1ccc(C)cc1	6%	13%	-6%	-1%	-2%	-1	0%	-3%	-28%	-6%	26%
CCN(C(=O)Cn1cnc2c1c(=O)n(C)c(=O)n2C)C1CCCCC1	-5%	0%	-3%	12%	1%	0	-2%	-1%	16%	·	·
O=C(Nc1ccncc1)c1ccc2c(c1)C(=O)N(CC1CCCO1)C2=O (centres undefined)	-1%	-6%	-1%	-4%	2%	17	-6%	-2%	-4%	-8%	36%
O=c1sc2ccccc2c(=O)n1Cc1ccccc1F	-2%	6%	-3%	17%	0%	18	-11%	-6%	17%	-14%	17%
Cc1ccc(CNC(=O)Cc2cn(C)c3ccccc23)cc1	3%	6%	-11%	?	3%	-6	15µM*	3%	10%	-18%	25%
COc1ccc(-c2nnn(CC(=O)NCc3ccc4c(c3)OCO4)n2)cc1OC	-3%	-1%	2%	17%	4%	2	-3%	-7%	-14%	2%	3%
O=C(NCC1CCCO1)Nc1ccc(Cl)cc1 (centres undefined)	·	·	·	·	·	4	?	·	10µM*	-2%	6%
CCOc1ccc(N(CC(=O)NCc2ccco2)S(C)(=O)=O)cc1	6%	5%	-4%	0%	7%	3	-4%	1%	25%	7%	27%
COc1ccccc1NC(=O)CSc1nc(O)cc(=O)n1-c1ccccc1OC	6%	-2%	0%	18%	-4%	·	-5%	0%	11%	-14%	-2%
CC(C)(C)CC(=O)N1CCN(Cc2ccc3c(c2)OCO3)CC1	7%	·	1%	-2%	-4%	-8	8%	0%	-1%	-14%	1%
CC1(C)Cc2c(C#N)c(OCC(=O)c3ccccc3)nc(-c3ccoc3)c2CO1	5%	4%	-1%	6%	12%	-3	-3%	4%	-11%	4%	-14%
CC(C)(C)c1nc(SCC(=O)c2ccccc2)c2ccccc2n1	-2%	4%	1%	-14%	-6%	26	4%	-11%	73%	?	20µM*
Cc1c(Cl)cccc1NC(=S)N1CCC(N(C)CC2CCCO2)CC1 (centres undefined)	0%	1%	-1%	15%	-16%	1	-1%	-4%	-21%	4%	-20%
O=S(=O)(Nc1ccccc1)c1ccc(S(=O)(=O)N2CCCC2)cc1	1%	-6%	6%	-2%	-2%	8	1%	1%	-18%	·	·
COc1ccc(CCC(=O)N2CC(C)OC(C)C2)cc1 (centres undefined)	-2%	-1%	1%	-5%	-2%	1	3%	-3%	-5%	-8%	9%
O=C(OCC(=O)N1CCCc2ccccc21)c1ccc(S(=O)(=O)C(F)F)cc1	-2%	1%	-8%	3%	0%	-2	-6%	0%	-4%	·	·
COc1ccccc1CNC(=O)c1cc2ccccc2oc1=O	0%	19%	-1%	0%	-1%	1	-1%	-2%	51%	-6%	21%
CCC(NC(=O)CN1CCN(C(=O)c2cccs2)CC1)c1ccc(C)cc1 (centres undefined)	-3%	-3%	-17%	3%	1%	15	0%	5%	3%	·	·
Cn1c(C(C#N)/C(=N\S(=O)(=O)c2cccs2)c2ccccc2)nc2ccccc21 (centres undefined)	4%	-23%	2%	-11%	-5%	1	1%	-3%	-48%	0%	?
O=C(O)CCN(Cc1ccccc1)S(=O)(=O)c1ccc(Cl)cc1F	0%	-1%	1%	16%	1%	1	-19%	1%	-4%	5%	14%
CCOC(=O)c1sc(NC(=O)CN(CC)CC)c(C(=O)OCC)c1C	-1%	2%	-3%	-7%	2%	1	0%	-2%	-4%	6%	-17%
O=C(OC(C(=O)NCc1ccc2c(c1)OCO2)c1ccccc1F)c1ccco1 (centres undefined)	19%	?	0%	12%	6%	-5	-10%	12%	38%	-2%	?
CCCC(=O)NCCc1cc2ccc(C)c(C)c2[nH]c1=O	-1%	13%	-6%	12%	?	4	3%	1%	-1%	11%	-16%
Cc1ccc(NC(=O)CSCC(=O)N2CCN(C(=O)c3ccco3)CC2)cc1	2%	1%	0%	4%	-1%	-6	1%	-1%	-6%	·	·
CSc1ccc(CCNC(=O)c2ccc(CS(=O)Cc3ccccc3Cl)o2)cc1 (centres undefined)	-6%	-4%	5%	?	-14%	12	?	-3%	16%	16%	?
CCN(CC(=O)Nc1ccccc1C(F)(F)F)C(=O)CSCc1c(C)noc1C	1%	1%	?	12%	1%	-1	0%	-4%	-13%	·	·
O=C(OCc1nc2ccccc2s1)c1ccc([N+](=O)[O-])o1	-2%	27%	-4%	?	-5%	11	-10%	-6%	1%	-3%	-2%
CCc1nc(CN(C)C(=O)C2CCC(=O)N(CCc3cccc(F)c3)C2)no1 (centres undefined)	15%	?	2%	?	12%	0	-13%	3%	-2%	?	15%
COc1ccc(OCC(=O)N/N=C(\C)c2cccs2)cc1	-1%	7%	13%	17%	7%	1	?	0%	60%	8%	1%
COc1ccc2c(c1)c([C@@H]1[C@H](C)[C@H]3CCCC[C@H]3CN1S(=O)(=O)c1ccc(C)cc1)cn2C	·	-5%	1%	-5%	11%	·	·	·	3%	·	·
CCn1c(CNC(=O)c2ccc(OC)cc2)nnc1SC	6%	-5%	-4%	2%	6%	-3	-1%	-1%	-5%	2%	6%
COc1ccc(CNC(=O)COc2ccc(S(=O)(=O)NC(C)C)cc2)cc1	-3%	-1%	-2%	-14%	1%	-4	3%	0%	2%	5%	26%
Cc1cc(O)cc2c1C(c1ccc(F)cc1)CC1(CC(C)(C)NC(=S)N1)O2 (centres undefined)	4%	-1%	2%	?	2%	0	-1%	-4%	-40%	2%	-18%
CCCCN=Cc1c(C)[nH]n(-c2ccccc2)c1=S	-1%	-2%	-9%	-3%	15%	5	?	1%	-27%	2.5µM*	0.63µM*
CCC(C(=O)NCc1ccco1)N(C(=O)CNS(=O)(=O)c1ccccc1)C1CCCCC1 (centres undefined)	-5%	-3%	1%	-8%	7%	7	1%	1%	9%	12%	21%
CCOc1ccc(NC(=O)c2cccc(-n3cnnn3)c2)cc1	2%	3%	1%	-1%	4%	1	-15%	1%	-32%	0%	1%
CCN(CC)c1ccc(/C=N/Nc2nn[nH]n2)cc1	2%	-7%	-2%	?	6%	-7	17µM*	2%	-8%	-4%	-30%
O=C(O)C1=C(C(=O)N2CCN(C(=O)c3ccco3)CC2)CCCC1	-6%	3%	1%	4%	0%	-5	-1%	7%	1%	-6%	-4%
O=C(NNC(=O)C1CCCO1)c1ccc(Cl)cc1 (centres undefined)	-5%	-1%	-12%	23%	0%	6	-5%	10%	9%	7%[0.365 µM]	42%
COc1ccc(Cl)cc1NC(=O)c1nnn(CC(=O)Nc2ccc(C)c(C)c2)c1N	-1%	5%	2%	?	9%	-1	1%	0%	-14%	-9%	-17%
